STAT3 activator = IL-6 driven STAT3 reporter potentiators, primary screen, U3A cells, luciferase, luminescence, MLSCN library; IL-6 STAT3-luciferase reporter; 100% = signal with IL-6 EC80 alone; activation (% of control), % at 5.6 µM; hit rate 0.91% among 190,000; AID 871, 2007;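 active = activation above the screen-wide mean of compound activation plus 3 SD, cut at about 130% in these data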;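 note: 0% = background luminescence of wells with medium and substrate only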
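Test system: human U3A cells carrying STAT3-luciferase construct; control set: IL-6-only wells as 100% reference; timing: compound pre-incubation 1 h before IL-6, then 6 h stimulation at 37 °C; also added: IL-6 stimulus at 33 ng/mL final; evaluation: % activation versus median of IL-6-stimulated wells; detection: reporter luminescence signal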
APP 5'UTR act = activators of APP 5'UTR luciferase reporter, primary screen, SH-SY5Y cells; AID 1276, 2008; hit rate 1% among 190,000; SH-SY5Y APP 5'UTR luciferase reporter, luminescence; zero percent = DMSO vehicle wells; activation, % at 2 µM;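 active = activation above a set limit, based on mean plus 3 SD of controls, cut at about 140% in these data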; note: values of inactives mirror those of a sister screen read the other way
NF-kB neuron act = activators of NF-kB expression in neurons, primary screen, cell-based, HTS | fold change at 12.5 µM | human neuronal cells, NF-kB reporter expression; active compounds read high | AID 1239, 2008 | hit rate 1.6% among 190,000; in the data active = fold change above about 3.3
FLuc act counter = FLuc activators, initial screening, artefact control for FLuc-dependent activation tests, biochemical, ATPlite luminescence; Luciferin 4-monooxygenase (Photinus pyralis), P08659; ATPlite luciferase biochemical, 10 min; 0 = ATP-free wells, 1 = DMSO control; activation factor at 10 µM; 200,000 tested, under 10 active; AID 1027, 2008;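 active = luciferase activation factor, scaled between plate controls, of at least 2 with compound at 10 µM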
Target sequence (P08659 whole entry, looked up): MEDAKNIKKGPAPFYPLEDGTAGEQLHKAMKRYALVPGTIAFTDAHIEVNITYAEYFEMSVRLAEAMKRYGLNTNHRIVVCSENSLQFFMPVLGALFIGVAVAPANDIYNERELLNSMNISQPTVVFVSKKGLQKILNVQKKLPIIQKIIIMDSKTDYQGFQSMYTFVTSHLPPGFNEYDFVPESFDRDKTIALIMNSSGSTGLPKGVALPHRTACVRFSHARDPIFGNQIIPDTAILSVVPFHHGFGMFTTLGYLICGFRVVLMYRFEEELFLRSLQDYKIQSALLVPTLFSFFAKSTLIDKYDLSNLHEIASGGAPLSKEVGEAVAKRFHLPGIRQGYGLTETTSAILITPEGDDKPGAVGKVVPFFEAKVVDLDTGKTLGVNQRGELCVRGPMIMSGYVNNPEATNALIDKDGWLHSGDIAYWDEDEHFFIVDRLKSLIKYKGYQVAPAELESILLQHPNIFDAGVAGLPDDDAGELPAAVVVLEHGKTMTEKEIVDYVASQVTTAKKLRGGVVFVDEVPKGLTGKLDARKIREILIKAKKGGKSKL
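Material: luciferase plus luciferin reagent, cell-free. Medium: PBS buffer for ATP. Also added: ATP substrate, dispensed from a 10.24 µM working solution in PBS. Doses: test compounds dosed from 2 mM stocks in 100% DMSO. Incubation: 10 min post-reagent at room temperature. Technique: light output (luminescence). Read-out basis: luminescence gain marking luciferase activators.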
STAT3 inh = IL-6 driven STAT3 reporter inhibitors, primary screen, U3A cells, luciferase, luminescence, MLSCN library. hit rate 0.89% among 190,000. AID 862, 2007. IL-6 STAT3-luciferase reporter; host cell line lacks STAT1. inhibition, % at 5.5 µM;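 active = inhibition above the mean inhibition across all screened compounds plus 3 SD, cut at about 44% in these data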;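 note: 0% = DMSO only wells and 100% = 100 µM nifuroxazide control wells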
ROMK primary = ROMK potassium channel modulators, primary screen, cell-based, thallium flux, MLSMR library | ATP-sensitive inward rectifier potassium channel 1 (Homo sapiens), P48048 | Tet-inducible ROMK, thallium flux fluorescence; actives lie on both sides | B-score at 10 µM | hit rate 2% among 130,000;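 active = signal ratio slope over the read window, or its plate-corrected B-score, at least 3 SD from the plate mean, either direction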;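 note: B-score of the F/F0 ratio slope over 7 to 12 s after thallium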
Target sequence (P48048 whole entry, looked up): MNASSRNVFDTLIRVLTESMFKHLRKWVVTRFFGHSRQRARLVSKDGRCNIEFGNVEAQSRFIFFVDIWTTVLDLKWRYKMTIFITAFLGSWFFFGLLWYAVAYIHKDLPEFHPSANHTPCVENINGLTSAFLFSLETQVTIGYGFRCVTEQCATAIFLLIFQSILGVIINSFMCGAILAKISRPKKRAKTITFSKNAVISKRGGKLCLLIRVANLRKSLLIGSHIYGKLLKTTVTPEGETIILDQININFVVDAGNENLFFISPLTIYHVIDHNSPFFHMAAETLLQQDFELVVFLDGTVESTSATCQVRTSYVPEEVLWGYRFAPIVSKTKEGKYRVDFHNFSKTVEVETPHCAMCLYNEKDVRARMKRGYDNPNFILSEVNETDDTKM
APP 5UTR inh = inhibitors of APP translation via 5'UTR reporter, primary screen, APP 5'UTR luciferase, SH-SY5Y cells. AID 1285, 2008. inhibition, % at 2 µM. hit rate 0.82% among 190,000. SH-SY5Y APP 5'UTR-luciferase reporter, luminescence;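 active = inhibition above a set limit, derived from the sample mean plus 3 SD, cut at about 45% in these data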; note: values of inactives mirror those of a sister screen read the other way
STAT1 inh = STAT1 signaling inhibitors, primary screen, cell-based, HTS, luciferase reporter; NIH 3T3 STAT1-luciferase reporter, IFN-gamma, luminescence; inhibition, % at 5.5 µM; hit rate 0.35% among 200,000; AID 920, 2007;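 active = inhibition above a set limit, the mean inhibition across all tested compounds plus 3 SD, cut at about 34% in these data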;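 note: 0% = IFN-gamma with DMSO and 100% = IFN-gamma with 300 µM nifuroxazide; values of inactives mirror those of a sister screen read the other way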
FLuc inhib CS = firefly luciferase enzyme inhibitors, primary screen, artefact control for luciferase-based inhibitor screens, biochemical, luminescence, ATPLite. Luciferin 4-monooxygenase (Photinus pyralis), P08659. AID 1006, 2008. 10 min. inhibition, % at 10 µM. hit rate 1.5% among 200,000;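 active = inhibition above about 50% when tested at 10 µM, limit read from the data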
STAT1 act = STAT1 signaling activators, primary screen, cell-based, HTS, luciferase reporter | activation (% of control), % at 5.5 µM | hit rate 2.6% among 200,000 | NIH 3T3 STAT1-luciferase reporter, IFN-gamma, luminescence; 100% = IFN-gamma alone, no compound | AID 932, 2007;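 active = activation above the screen-wide mean activation plus 3 SD, cut at about 130% in these data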;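 note: raw ratio to IFN-gamma control signal so 100% means no change and 0% no light; values of inactives mirror those of a sister screen read the other way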
Numbers without * were called inactive; . = no result given; & = joins results of further samples.

Order of values – STAT3 activator, APP 5'UTR act, NF-kB neuron act, FLuc act counter, STAT3 inh, ROMK primary, APP 5UTR inh, STAT1 inh, FLuc inhib CS, STAT1 act
c1ccc2c(c1)nc(N1CCN(C3CCCCC3)CC1)c1nnnn12
  97, 12, 1.2, 1.1, 9, ., -12, 3, -9, 98
Cc1ccc2[nH]c(=O)c(CN(Cc3ccc4c(c3)OCO4)Cc3nnnn3C3CCCC3)cc2c1
  101, -9, 0.62, 1.1, 5, ., 9, 12, -10, 90
CC(C)(C)C(=O)OCC1OC(n2cnc(C(N)=O)n2)C(O)C1O (configuration not stated)
  96, 1, 1.1, 1, 8, ., -1, 4, -2, 96
COC(=O)c1cccc(NS(=O)(=O)c2ccc(OC)cc2)c1C
  89, 0, 0.95, 1.1, 15, -0.0034, 0, 5, -9, 97
CC(Oc1ccc(F)cc1)C(=O)Nc1ccc2ccccc2c1 (configuration not stated)
  139*, ., 1.3, 1, -37, -0.42, ., -6, -4, 106
CN1CC(=O)Nc2ccc(F)cc2C1=O
  98, -1, 1.1, 1.1, 6, 0.81, 1, 8, -8, 92
CC(=O)c1ccc(NC(=S)NCc2ccc(Cl)cc2Cl)cc1
  94, 30, 1, 1.1, 14, 0.7, -30, 5, -5, 93
O=C(CCc1ccccc1)NNC(=S)NC(=O)c1ccccc1
  102, 12, 0.73, 1.1, 2, 0.75, -12, 7, -5, 94
COC(=O)CSc1nc(NC(C)C)nc(N2CCOCC2)n1
  111, 15, 1.3, 1.1, -9, -0.4, -15, -6, -8, 106
Cc1ccc(NC(=O)Cn2nnc(-c3ccccc3-n3cnnn3)n2)c(C)c1
  103, 8, 1.1, 1.1, 5, 0.68, -8, 4, -8, 96
Cc1nnc(SCC(=O)Nc2ncc3c(n2)CC(c2ccccc2)CC3=O)s1 (configuration not stated)
  99, -10, 1.1, 1.1, 7, 0.2, 10, -5, -6, 104
CCOC(=O)C1CCN(C(=S)Nc2cc(C)ccc2C)CC1
  82, 14, 1.3, 1.1, 20, ., -14, 6, -9, 94
O=C(C1CCCO1)N1CCC(O)(c2ccccc2)CC1 (configuration not stated)
  100, 10, 1.1, 1, 3, -0.071, -10, 3, -4, 98
CC(C)(C)c1cc(NS(=O)(=O)c2ccc3c(c2)OCCO3)on1
  98, -15, 1, 1.1, 8, ., 15, -5, -8, 104
CCOC(=O)CNc1nc(Oc2ccc(=O)n(C)n2)nc(N(CC)CC)n1
  102, -6, 1.2, 1, 0, -0.76, 6, 4, -1, 95
COc1ccc(C/C(N)=N/n2cnnc2)cc1Cl
  98, -4, 0.9, 1.1, 2, ., 4, -9, -8, 108
CCOC(=O)c1cc(NC(=O)Nc2ccccc2Cl)c(C)nc1C
  100, 3, 1.1, 1.1, 4, 0.26, -3, -4, -6, 100
O=C1N=c2ccccc2=C1c1c(O)n(-c2cccc(F)c2)[nH]c1=O
  110, -5, 1.2, 0.9, -12, 0.87, 5, 2, 8, 98
O=C(N/N=C\c1ccc(CNS(=O)(=O)c2ccc(Cl)cc2)o1)C(=O)Nc1ccc(Oc2ccccc2)cc1
  101, -16, 1.3, 1.1, -6, ., 16, 4, -7, 96
Cc1ccc(C)c(N2CCN(C(=O)CCCn3c(=S)[nH]c4cc5c(cc4c3=O)OCO5)CC2)c1
  92, 11, 1, 1, 14, ., -11, -1, -3, 101
CCOc1ccc(Cn2nnc(C(=O)NCCc3ccccc3)c2N)cc1
  101, -33, 1.2, 1.1, 7, ., 33, -9, -8, 108
CCC(=O)c1cc2c(C)cc(=O)oc2c(C)c1OC(=O)C(C)C
  106, 19, 1.3, 1.1, -3, -0.0088, -19, -1, -5, 101
COC(=O)c1c(-c2ccc(C)cc2)csc1NC(=O)Cc1ccc(OC)c(OC)c1
  92, 1, 0.64, 1, 10, -1.4, -1, 7, -2, 93
COc1ccc2c(=O)cc(C(=O)O)oc2c1
  100, 8, 1.2, 1, 1, -0.19, -8, 2, -2, 97
O=C1N=C(N2CCC(Cc3ccccc3)CC2)S/C1=C/c1cn[nH]c1-c1ccccc1
  93, 9, 0.77, 1, 13, ., -10, -4, -3, 104
Cc1cc(C)n(/N=C/c2ccc(O)cc2)c(=O)c1C#N
  107, 9, 1.4, 1, -4, ., -9, 5, -3, 94
COc1ccccc1NS(=O)(=O)c1cccc(NC(=O)C2CC(=O)N(Cc3ccccc3)C2)c1 (configuration not stated)
  99, 6, 1.1, 1.1, 3, 0.082, -6, 2, -6, 97
CCn1c(CSc2nnc(-c3ccoc3C)n2C)nc2cc(S(=O)(=O)N(C)C)ccc21
  104, -6&15, 1.1, ., 0, 1.1, 6&-15, -1, ., 101
Cc1cc(C(=O)NNC(=S)NC(=O)/C=C/c2ccccc2Cl)n[nH]1
  102, 13, 0.98, 0.8, -2, 0.16, -13, -4, 19, 100
COc1ccc(S(=O)(=O)CC(O)CN2CCCC2=O)cc1 (configuration not stated)
  101, 13, 0.91, 1, 5, ., -13, 8, 1, 92
CC1=CC(C)(C)N2C(=O)C3(C(C#N)=C(N)OC4=C3C(=O)CC(C)(C)C4)c3cc(C)cc1c32 (configuration not stated)
  104, -5, 0.85, 1.1, -5, -2.2, 5, -2, -9, 110
O=C1C2=C(SCCS2)C(=O)N1c1ccccc1
  86, 9, 1.1, 1, 20, ., -9, -7, -1, 106
CCn1c(-c2ccc(C)cc2)n[nH]c1=S
  94, 5, 1.1, 1, 8, -0.46, -5, 3, -1, 99
COCCn1c(C)cc(C(=O)COC(=O)c2c(C)nn(Cc3ccccc3)c2C)c1C
  97, 8, 0.88, 1, 8, 0.49, -8, 7, -4, 93
COc1ccc(C)cc1NC(=O)c1cc2ccccc2o1
  131, 7, 1.3, 1, -28, 0.037, -7, -16, 4, 114
COc1cc(/C=N/Nc2ccccn2)ccc1OCC(C)C
  109, 91, 1.5, 0.8, -1, 0.17, -91, -55, 19, 148*
CCOC(=O)C(C)(C)Sc1nc2c(cnn2-c2ccc(Cl)cc2)c(=O)[nH]1
  94, -6, 0.89, 1.1, 13, ., 6, -4, -5, 104
CCCCOC(=O)C1CCCC(C(=O)OCCCC)N1 (configuration not stated)
  101, -2, 1.1, 1.1, 4, ., 2, 1, -8, 99
Cc1n(CC(O)COC2CCCCC2)c2ccccc2[n+]1C (configuration not stated)
  100, ., 1.1, 1.1, 3, 0.0092, 19, -5, -6, 109
Cc1cc(C)cc(NC(=O)CSc2ccc(-c3ccco3)nn2)c1
  98, -11, 1, 1, -2, ., 11, 2, 0, 98
CCC1CC(CSc2ncn[nH]2)OC1=O (configuration not stated)
  100, 3, 1.7, 1, 4, ., -3, -8, -4, 107
Cc1cccnc1NC(=O)c1c(O)c2cccc3c2n(c1=O)CCC3
  106, -22, 1, 0.9, 0, ., 22, 1, 5, 101
O=C(O)c1ccc(Nc2cc(Cl)c3nonc3c2[N+](=O)[O-])cc1
  102, 2, 1.3, 1, 5, 0.98, -2, -2, -1, 102
CC(=O)Nc1sc(NC(=O)c2ccc(Cl)cc2)nc1-c1cccs1
  100, 9, 1.1, 1, 8, 0.21, -9, 9, -3, 92
CCC1(C)Cc2nc3sc(C(=O)O)c(N)c3cc2CO1 (configuration not stated)
  108, -2, 1, 1, -3, ., 2, -3, -4, 104
CSc1ccc(CN2C(=O)NC3(CCCCCC3)C2=O)cc1
  107, 21, 0.78, 1.1, 1, 0.19, -21, 10, -8, 89
CN(C)c1nnnn1-c1ccc(Oc2ncc(C(F)(F)F)cc2Cl)cc1
  95, -15, 1, 1.1, 10, -0.45, 15, 0, -6, 100
O=C(Nc1cccc(Cl)c1)Nc1ccc(Cl)cn1
  95, -2, 0.99, 1, 13, 1.2, 2, -13, 1, 112
COc1ccc(-c2nn3c(COc4ccccc4)nnc3s2)cc1OC
  112, -1, 1.1, 1, -10, 1.2, 1, -4, -2, 105
COc1ccc(/C=C/C(=O)c2c(O)c(OC)c3occc3c2OC)cc1
  97, 40, 1.2, 1, 10, 0.43, -40, 6, -5, 92
O=C1c2ccccc2N2C(=O)c3ccccc3C2N1Cc1ccco1 (configuration not stated)
  95, -6, 0.85, 1.1, 13, -0.3, 6, 2, -8, 98
CCOC(=O)c1csc(NC(=O)CSc2nnnn2-c2cccc(OC)c2)n1
  101, 4, 1, 1, 0, -0.086, -4, -4, -5, 107
Cc1ccc(Cc2nc(-c3cccc(C)c3)no2)cc1
  101, 46, 2, 1, 3, ., -46, -16, 2, 115
CCCCCNCc1cccc(Br)c1
  98, 6, 1.1, 1, 8, -0.78, -6, 16, -1, 86
COc1cc(CC(=O)N(c2ccccc2)c2nc(C)cs2)cc(OC)c1OC
  108, -7, 1.1, 1.1, 0, 0.077, 7, 9, -7, 90
COc1ccc(-c2cc(C(F)(F)F)nc(SCC(=O)N3CCOCC3)n2)cc1OC
  107, ., 0.81, 1, -6, 0.97, -18, 0, -3, 98
CCN(CC)S(=O)(=O)c1cccc(-c2nnc(SCc3ncc(-c4ccccc4)o3)n2C)c1
  109, -3, 0.66, 1, -5, -2.4, 3, -5, -4, 104
COc1ccc(-c2csc(-c3ccccc3)n2)c(OC)c1
  93, 195*, 12*, 0.7, 13, 0.48, -195, -61, 33, 153*
COc1ccccc1C(=O)OCC(=O)Nc1ccc(Cl)cn1
  104, -7, 1.1, 1, -4, 0.014, 7, -8, 0, 108
CCOC(=O)c1c(NC(=O)CN(CC)CC)sc2c1CCC2
  102, 4, 1.2, 1.1, 1, ., -4, 8, -7, 92

The list goes on.
Order of values – STAT3 activator, APP 5'UTR act, NF-kB neuron act, FLuc act counter, STAT3 inh, ROMK primary, APP 5UTR inh, STAT1 inh, FLuc inhib CS, STAT1 act
O=C(NCCCn1ccnc1)c1ccc(N2CCCCC2)c([N+](=O)[O-])c1
  90, 1, 0.99, 1, 18, -0.15, -1, -1, 2, 100
CN(Cc1ccccc1)c1nc2c(c(=O)[nH]c(=O)n2C)n1CCCc1ccccc1
  98, -4, 0.55, 1.1, 10, ., 4, 1, -10, 99
COc1ccc(C2CC(c3ccccc3)=NN2C(=O)COC(=O)c2cc(S(=O)(=O)N3CCOCC3)ccc2Cl)cc1 (configuration not stated)
  111, 16, 0.89, 1, -8, 0.0092, -16, -8, 0, 107
O=C(NN1C(=O)C2C(c3ccccc3)C=CC(c3ccccc3)C2C1=O)c1cccc(Br)c1 (configuration not stated)
  105, 3, 1.1, 1, -4, 0.35, -3, 4, 1, 96
Cc1cc(C(F)(F)F)c2c(n1)sc1c(O)cc(=O)[nH]c12
  103, -6, 1.2, 1.1, -3, 0.071, 6, 0, -8, 100
Cc1ccccc1NC(=O)CC1SCCNC1=O (configuration not stated)
  102, -2, 1.3, 1, 2, ., 2, -5, -3, 104
CCOC(=O)N1CCC(NC(=O)c2cc(S(=O)(=O)N3CCCC3)cn2C)CC1
  98, 8, 1.4, 1.1, 6, ., -8, 5, -9, 95
